Screening data from PubChem BioAssay.
14-3-3g Raf: modulators of human 14-3-3 gamma - Raf peptide interaction; FP, 14-3-3gamma / TMR-pS259-Raf peptide binding; inhibition, % at 40 µM; actives 0.19% (n = 160,000); in the data active = inhibition above about 30%;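 also: 0% = protein plus tracer without compound and 100% = blank with tracer alone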
Target sequence (P61981 whole entry, looked up): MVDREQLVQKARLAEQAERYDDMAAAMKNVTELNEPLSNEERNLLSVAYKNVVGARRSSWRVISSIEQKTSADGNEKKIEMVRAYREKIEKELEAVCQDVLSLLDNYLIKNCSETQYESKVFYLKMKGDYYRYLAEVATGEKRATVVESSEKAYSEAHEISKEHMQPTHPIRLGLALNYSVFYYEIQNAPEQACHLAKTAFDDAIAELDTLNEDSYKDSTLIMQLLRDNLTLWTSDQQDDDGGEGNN
Starred values were filed as active, the others as inactive.

item	smiles	14-3-3g Raf
1	O=C1CC(c2ccccc2)CC2=C1C(c1cccc(OCc3ccccc3)c1)Nc1ccccc1N2 (stereo not drawn)	-3
2	COc1ccc(COC(=O)C2=C(C)NC3=C(C(=O)CC(C)(C)C3)C2c2ccc3c(c2)OCO3)cc1 (stereo not drawn)	-1
3	O=C(CSc1nc2cc3c(cc2c(=O)n1Cc1ccc(C(=O)N2CCN(c4ccccc4)CC2)cc1)OCO3)c1ccccc1	-26
4	CC1CCN(C(=O)CSc2cc(=O)n(C)c3ccccc23)CC1	-3
5	CCC(c1nnnn1C1CCCC1)N(Cc1cccs1)Cc1cc2cc(C)ccc2[nH]c1=O (stereo not drawn)	-2
6	Cn1cc(CNC(=O)COc2ccc(Cl)cc2Cl)cn1	5
7	Cc1nc2c(c(=O)n1CC1CCCO1)c1nc3ccccc3nc1n2CC(C)C (stereo not drawn)	-3
8	O=C(COC(=O)c1ccccc1Nc1ccccc1)c1ccc(Br)cc1	-3
9	O=C(COc1ccc(N2CC(C(=O)O)CC2=O)cc1)Nc1cccc(C(F)(F)F)c1 (stereo not drawn)	-9
10	COC(=O)c1c(C)n(C)c2ccc(O)cc12	-6
11	COC(=O)c1ccc(C2C3=C(CC(C)(C)CC3=O)Nc3ccccc3N2C(=O)CCC(=O)O)cc1 (stereo not drawn)	-4
12	COc1ccc(C2C(C(=O)NCc3ccc(F)cc3)c3cc(OC)c(OC)cc3C(=O)N2C)cc1 (stereo not drawn)	0
13	Cc1oc2cc(O)cc(C)c2c(=O)c1-c1cnn(-c2ccccc2)c1	-2
14	Cc1cccc(NC(=O)c2c(O)c3cccc4c3n(c2=O)CCC4)n1	4
15	Cc1sc2ncnc(SCC(=O)N3CCN(C(=O)c4ccco4)CC3)c2c1C	1
16	Clc1ccc(C2CC(c3cccs3)n3ncnc3N2)c(Cl)c1 (stereo not drawn)	-6
17	COc1ccc(-n2c(SCC(=O)N3CCCCC3C)nnc2-c2cccnc2)cc1 (stereo not drawn)	-6
18	Cn1c(Cn2c(=O)sc3ccccc32)nnc1SCC(=O)Nc1ccc(Cl)cc1	1
19	O=C1CN(C(=O)COc2ccccc2)C(c2ccc(F)cc2)c2cc(Br)ccc2N1 (stereo not drawn)	-27
20	O=C(O)COc1ccc(S(=O)(=O)c2ccc(OCC(=O)O)cc2)cc1	3
21	O=[N+]([O-])c1ccc(N2CCCC2)cc1NCCCO	-5
22	CC(C)n1c(SCC(N)=O)nc2c1c(=O)n(C)c(=O)n2C	-3
23	Fc1cccc(NCc2cn3cccnc3n2)c1	-39
24	CCC(=O)N1c2ccc(S(=O)(=O)CCC(=O)Nc3ccc(C)cc3Br)cc2CC1C (stereo not drawn)	13
25	COc1ccc(C(=O)Nc2nc3c(OC)cccc3s2)cc1OC	-15
26	C=CCSc1nc2c(c(=O)[nH]c(=O)n2C)n1CCc1ccccc1	-6
27	CCOc1ccccc1C1C(C(=O)OC)=C(C)NC2=C1C(=O)CC(c1ccccc1)C2 (stereo not drawn)	1
28	CCN(CC)c1ccc2cc(C(=O)NC(C)=O)c(=Nc3cccc(F)c3)oc2c1	-68
29	CC(C)=CC(=O)OCC(=O)Nc1ccccc1Cl	1
30	CCn1c(SCC(=O)Nc2ccc3c(c2)c2ccccc2n3CC)nnc1-c1ccco1	-20
31	O=C(CSC1CC(=O)N(CCc2ccccc2)C1=O)Nc1ccc(Cl)cc1 (stereo not drawn)	-1
32	CC(=O)c1ccc2c(c1)C1C=CCC1C(c1ccc(C(=O)O)cc1)N2 (stereo not drawn)	-93
33	COc1ccc(N2CCN(C(=O)c3cccc(N4C(=O)C5CC=CC(C)C5C4=O)c3)CC2)cc1 (stereo not drawn)	-2
34	CCOC(=O)C1=CN(C)C=C(C(=O)OCC)C1c1cccc([N+](=O)[O-])c1	-8
35	COCCN1C(=O)c2ccccc2C(C(=O)NC(C)C)C1c1c[nH]c2ccccc12 (stereo not drawn)	2
36	CCn1cc(C(=O)NCCCOC(C)C)c2cc(OC)c(OC)cc2c1=O	-1
37	CCCCOc1ccc(C(=O)Nc2nc(-c3ccc(OC)cc3)cs2)cc1	-3
38	Cc1ccccc1C(=O)OC1CC2CCC1(C)C2(C)C (stereo not drawn)	-3
39	CCOc1cccc2cc(C(N)=O)c(=Nc3ccc(C(=O)O)cc3)oc12	-2
40	Cn1c(=S)n(CCC(=O)O)c2ccccc21	-3
41	Cc1ccc(CS(=O)(=O)Cc2ccc(C(=O)NCCCN3CCOCC3)o2)cc1	-1
42	CN1CCN(C(=O)c2ccc3c(c2)NC(=O)C(C)(C)O3)CC1	3
43	COc1cc(C2C(C(=O)N3CCCC3)CCC(=O)N2c2ccc3c(c2)OCO3)cc(OC)c1OC (stereo not drawn)	-13
44	CCc1ccc(OC(=O)c2cc3cc(Br)ccc3oc2=O)cc1	-3
45	CCOC(=O)c1c(NC(=O)COc2ccc(F)cc2)sc2c1CCC(C)C2 (stereo not drawn)	2
46	Cc1ccc(S(=O)(=O)N=C(Nc2ccc(S(=O)(=O)Nc3nccs3)cc2)c2ccccc2)cc1	-9
47	Cc1ccc2c(c1)c1nc3ccccc3nc1n2CCN1CCOCC1	8
48	O=C(Cn1cnc2c(cnn2-c2ccc(Cl)cc2)c1=O)NCC1CCCO1 (stereo not drawn)	-12
49	COc1cccc(C(N)CC(=O)O)c1OC (stereo not drawn)	-12
50	CC1=C(C(=O)Nc2ccc(Cl)cc2)C(c2cccc([N+](=O)[O-])c2)NC(=O)N1 (stereo not drawn)	3
51	Cc1ccc(NC(=O)c2ccccc2NS(=O)(=O)c2ccc(Cl)cc2)c(C(=O)c2ccccc2)c1	-7
52	CSc1nc(C)c2c(c1C#N)CCCC2	-5
53	COC(=O)CNS(=O)(=O)c1ccccc1	10
54	CC(C)CCNC(=O)C(c1ccco1)N(Cc1ccccc1)C(=O)c1snc(C(N)=O)c1N (stereo not drawn)	-10
55	CCOC(=O)c1sc(NC(=O)CSc2nnc(C)s2)c(C(=O)OCC)c1C	-3
56	COc1cccc(N=C2CC(C)(C)CC(=O)/C2=C(/O)Cc2ccccc2)c1	1
57	CCOC(=O)N1CCC(NC(=O)CCc2nc(-c3ccccc3F)no2)CC1	-2
58	Cc1cccc(OCCNc2cc(N3CCN(C)CC3)ccc2[N+](=O)[O-])c1	-8
59	CC(=O)N1CN(S(=O)(=O)c2ccc(C)c([N+](=O)[O-])c2)c2ccccc2N(S(=O)(=O)c2ccc(C)c([N+](=O)[O-])c2)C1	-5
60	COc1cccc(NC(=O)c2cc(C(=O)Nc3cccc(OC)c3)cc([N+](=O)[O-])c2)c1	-6

Structures listed so far that contain bromine, in the order listed:
item	smiles	14-3-3g Raf
8	O=C(COC(=O)c1ccccc1Nc1ccccc1)c1ccc(Br)cc1	-3
19	O=C1CN(C(=O)COc2ccccc2)C(c2ccc(F)cc2)c2cc(Br)ccc2N1 (stereo not drawn)	-27
24	CCC(=O)N1c2ccc(S(=O)(=O)CCC(=O)Nc3ccc(C)cc3Br)cc2CC1C (stereo not drawn)	13
44	CCc1ccc(OC(=O)c2cc3cc(Br)ccc3oc2=O)cc1	-3

(more compounds)
item	smiles	14-3-3g Raf
61	COc1ccc(C2C(Oc3ccccc3C)C(=O)N2c2ccc(C)c(C)c2)cc1OC (stereo not drawn)	4
62	COc1cccc(CC(=O)Nc2ccc3nc(N4CCOCC4)cc(C)c3c2)c1	-6
63	COc1ccc(Br)c(C(=O)Nc2cc(C(=O)N3CCOCC3)ccc2N2CC3CC(C2)c2cccc(=O)n2C3)c1 (stereo not drawn)	5
64	Cn1c(SCC(N)=O)nnc1C1CCN(S(=O)(=O)c2ccccc2C(F)(F)F)CC1	2
65	Cc1nnc(N2C(=O)c3oc4ccccc4c(=O)c3C2c2ccco2)s1 (stereo not drawn)	-3
66	CCCOc1cccc(C(=O)Nc2ccc(NC(=O)c3cccs3)cc2)c1	9
67	O=C(C1CC1)N1CCN=C1SCc1ccc(F)cc1	-1
68	COc1ccc(-c2nc3ccccc3c(=O)n2Cc2ccc(C(F)(F)F)cc2)cc1OC	0
69	CCCNC(=O)c1c(CC)c(-c2ccccc2)nc2ccccc12	-9
70	O=C(NCC1CCCO1)c1c[nH]c2ccc(S(=O)(=O)Nc3ccccc3F)cc2c1=O (stereo not drawn)	-6
71	CCCCSc1oc(-c2cccs2)nc1S(=O)(=O)c1ccc(Br)cc1	-83
72	COc1ccc(CCN2C(=O)CN(C3CCC(C)CC3)C(=O)C2c2ccc(OC)c(OC)c2)cc1OC (stereo not drawn)	-4
73	CC(=O)N1c2c(cc(Br)cc2S(=O)(=O)N2CCN(Cc3ccc4c(c3)OCO4)CC2)CC1C (stereo not drawn)	-17
74	O=[N+]1C2=C(CCCC2)N([O-])C12CCCC2	-5
75	COc1ccc(OCC(=O)Nc2cccc3ncccc23)cc1	-10

Entries listed so far containing an NH in an aromatic ring (4):
item	smiles	14-3-3g Raf
5	CCC(c1nnnn1C1CCCC1)N(Cc1cccs1)Cc1cc2cc(C)ccc2[nH]c1=O (stereo not drawn)	-2
26	C=CCSc1nc2c(c(=O)[nH]c(=O)n2C)n1CCc1ccccc1	-6
35	COCCN1C(=O)c2ccccc2C(C(=O)NC(C)C)C1c1c[nH]c2ccccc12 (stereo not drawn)	2
70	O=C(NCC1CCCO1)c1c[nH]c2ccc(S(=O)(=O)Nc3ccccc3F)cc2c1=O (stereo not drawn)	-6

The results go on.
item	smiles	14-3-3g Raf
76	CCC(Sc1nnnn1C)C(=O)Nc1ccc(C(C)=O)cc1 (stereo not drawn)	-3
77	C/C=C/c1ccc(OCCCCn2cncn2)c(OC)c1	7
78	Cc1cccc(NC(=O)c2cc3ccccc3c(=O)o2)c1	-3
79	CC(C)c1ccc(C(=O)N2N=C(C(F)F)CC2(O)C(F)F)cc1 (stereo not drawn)	-1
80	COc1cccc(CNC(=O)c2ccc(N3CC4CC(C3)c3cccc(=O)n3C4)c(NS(=O)(=O)c3ccc4c(c3)OCCO4)c2)c1 (stereo not drawn)	-6
81	CCCN1CCN(C(=O)Cn2cccc2C(=O)c2ccccc2)CC1	-13
82	COC(=O)C(Cc1ccc(O)cc1)NC(=O)c1ccccc1OC (stereo not drawn)	-1
83	C=C1N(CC)C(=O)OC12CCCCC2	-4
84	O=c1oc2ccccc2cc1-c1csc(-c2cc3ccccc3oc2=O)n1	1
85	c1ccc2c(c1)oc1c(NCCCn3ccnc3)ncnc12	-3
86	O=S(=O)(N=C(Nc1ccccn1)c1ccc(F)cc1)c1ccccc1	-8
87	NC(CSC12CC3CC(CC(C3)C1)C2)C(=O)O (stereo not drawn)	0
88	Nc1ncnc2c1ncn2C1CCCC1	-2
89	O=C(O)CC(C(=O)O)c1c[nH]c2ccccc12 (stereo not drawn)	1
90	CCN1c2ccccc2-c2nc3ccccc3n2C1c1ccncc1 (stereo not drawn)	-6
91	O=C(c1cn(-c2ccccc2)nc1-c1ccncc1)n1nnc2ccccc21	4
92	COc1ccc(S(=O)(=O)Cc2ccc(C(=O)N3CCN(c4cccc(C)c4)C(C)C3)o2)cc1 (stereo not drawn)	0
93	CC1=C/C(=C/N(C)c2ccccc2)C(=O)S1	4
94	COCCNC(=O)Cn1cc2c(n1)CCCCC2	-4
95	CCCn1c(SCC(=O)NC(=O)Nc2ccc(C)cc2C)n[nH]c1=O	-4
96	O=S(=O)(/C=C/c1ccccc1)Nc1ccc2c(c1)OCO2	-3
97	CCOC(=O)c1ccc(NC(=O)Nc2ccc(OC)c(OC)c2)cc1	11
98	COc1ccc(N=C2SC(C(=O)Nc3ccc(C(=O)O)cc3)CC(=O)N2Cc2ccc3c(c2)OCO3)cc1 (stereo not drawn)	4
99	CCN(CC)c1ccc(Nc2nc(-c3sc(NC(C)=O)nc3C)cs2)cc1	-20
100	CCC(=O)Nc1ccc2oc(-c3cccc(C)c3)nc2c1	-3
101	Cc1ccc(S(=O)(=O)Nc2cc(C(=O)NCCc3ccccc3)ccc2N2CCCC2)cc1	-21
102	Cc1ccc(C2CC(C(F)(F)F)n3nc(C(=O)Nc4ccc5c(c4)CCC5)cc3N2)cc1 (stereo not drawn)	-7
103	Cc1c(NC(=O)CSc2nc3ccc(N=Cc4ccc(Br)cc4)cc3s2)c(=O)n(-c2ccccc2)n1C	-5
104	O=C(NCC1CCCO1)C1CCC(N2C(=O)c3ccccc3C2=O)CC1 (stereo not drawn)	0
105	CCc1ccccc1Nc1cc(C(=O)NCCCOC)c2ccccc2n1	-15
106	CCN(CC)S(=O)(=O)c1ccc2[nH]c3nc(SCc4cccc(F)c4)nnc3c2c1	-1
107	CC(C)c1ccc(NC(=O)C2CCN(S(=O)(=O)c3ccc(Br)s3)CC2)cc1	-75
108	COC(=O)c1ccc(NC(=O)CN2CCN(c3cccc(Cl)c3)CC2)cc1	1
109	CCOC(=O)C1(c2nc(N)cs2)COC(=O)C1 (stereo not drawn)	1
110	COc1ccc(-c2nc3cc(NC(=O)c4ccc(C(C)C)cc4)ccc3o2)cc1	-40
111	CCc1nn(C(C)C(=O)NCCc2ccc(OC)c(OC)c2)c(=O)c2cc3occc3n12 (stereo not drawn)	-2
112	O=C(c1cc(S(=O)(=O)N2CCOCC2)c(Cl)cc1Cl)N1CCCCC1	-7
113	Cc1cc(C)nc(N2CCC(C(=O)NCc3cccs3)CC2)n1	-1
114	CCOC(=O)c1c(C2COc3ccccc3O2)csc1NC(=O)c1ccc(Cl)cc1 (stereo not drawn)	2
115	Cc1cccc(C)c1NC(=O)CN1C(=O)c2ccccc2C1=O	4
116	CSc1nnc(Cc2cc(=O)[nH]c(=O)[nH]2)n1-c1cc(C)ccc1C	1
117	CCCCCCC(C)n1c(-c2nonc2N)nc2ccccc21 (stereo not drawn)	-46
118	CC1Cc2ccccc2N1C(=O)CSc1nc2c(c(=O)n(C)c(=O)n2C)n1Cc1ccccc1 (stereo not drawn)	-5
119	c1ccc2c(Cn3nnc4ccccc43)cccc2c1	-1
120	COC(=O)c1sc(=S)n(-c2cc(C)cc(C)c2)c1N	-11
121	COc1ccc(NC2=CC(=NS(=O)(=O)c3ccc(Cl)cc3)c3ccccc3C2=O)cc1	-12
122	CC(=O)Oc1ccccc1C=Cc1ccc2ccccc2[n+]1C	-5
123	N#Cc1c(N)nc(SCC(=O)Nc2ccccc2)c(C#N)c1-c1ccccc1	13
124	CSc1nc(-c2ccccc2)cn1-c1cccc(Cl)c1	-3

Not all compounds are listed. The share of hits here may be higher or lower than overall.
